Compound activity deposited in PubChem BioAssay by NCI.
mlh1 rad18 – NCI yeast anticancer drug screen, S. cerevisiae mlh1 rad18 strain; hit rate 11% among 79,000; % growth inhibition at 50 µM;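 further: 0% = growth of vehicle-only cultures of the same strain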
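Cells of a genetically altered yeast strain, deficient in DNA damage repair, were treated with compound. Their growth was then compared with that of vehicle-treated cultures to give inhibition.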
mec2-1 – NCI yeast anticancer drug screen, S. cerevisiae mec2-1 strain; AID 157; % growth inhibition at 50 µM; hit rate 9% among 79,000;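 further: 0% = growth of vehicle-only cultures of the same strain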
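Yeast mec2-1 mutant treated with compound. Readout: growth inhibition vs vehicle controls.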
rad50 – NCI yeast anticancer drug screen, S. cerevisiae rad50 strain. AID 155. hit rate 10% among 79,000. % growth inhibition at 50 µM;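 further: 0% = growth of vehicle-only cultures of the same strain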
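Genetically altered yeast (DNA repair pathway); compound treatment; growth inhibition vs vehicle ctrl.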
bub3 – NCI yeast anticancer drug screen, S. cerevisiae bub3 mutant strain. AID 167. hit rate 9.9% among 78,000. growth inhibition, % at 50 µM;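 further: 0% = growth of vehicle-only cultures of the same strain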
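Part of a panel of yeast mutants defective in DNA damage repair or cell cycle regulation. Each strain is grown with compound, and inhibition is calculated relative to solvent-treated cultures.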
yeast sgs1 mgt1 – NCI yeast anticancer drug screen, S. cerevisiae sgs1 mgt1 strain; growth inhibition, % at 50 µM; hit rate 10% among 78,000;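 further: 0% = growth of vehicle-only cultures of the same strain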
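Test agents were incubated with a DNA-repair-mutant yeast strain. Growth was then read and compared against vehicle-treated controls.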
cln2 rad14 – NCI yeast anticancer drug screen, S. cerevisiae cln2 rad14 strain; growth inhibition, % at 50 µM; hit rate 8.3% among 78,000;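 further: 0% = growth of vehicle-only cultures of the same strain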
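Yeast strain cln2 rad14, bearing defects in cell cycle control and DNA repair, serves as the test system; values reflect growth inhibition compared with vehicle.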
* marks the source's active call; other numbers are inactive results; & = joins results of further samples; ! = a repeat was not active. No stated cut-off is given here; in the data, active means growth inhibition above about 70%; inactive means the rest.

canonical_smiles	mlh1 rad18	mec2-1	rad50	bub3	yeast sgs1 mgt1	cln2 rad14
CC(C)(C)C1CCC(N)CC1 (stereo not given)	34.1	6.8	-4.5	3.2	7.2	24.6
O=C1CS/C(=C/Cc2nc3ccccc3s2)N1	2.5	18.8	-0.6	11.1	25.4	6.2
CC(=O)OC(C(=O)O)c1ccccc1 (stereo not given)	23.5	-12.1	15.9	-8.0	0.2	13.8
NNC(=O)CSc1ncnc2nc[nH]c12	-0.5	9.8	1.3	9.7	0.6	-3.0
Cc1ccccc1C(=O)NC(O)(C(F)(F)F)C(F)(F)F	5.0	10.2	2.4	16.9	14.6	32.9
COc1cc2c(c(OC)c1OC)-c1ccc(SC)c(=O)cc1[C@@H](NC(=O)CO)CC2	22.2	14.3	30.0	21.1	19.6	19.6
COC1(OC)CC(CCl)OC1(OC)OC (stereo not given)	-4.5	0.2	-2.5	3.1	12.7	1.6
CCCCCCCCCCCCCCCC[n+]1ccc(/C=C/c2ccccc2)cc1	97.7*	98.8*	98.4*	97.8*	98.5*	97.8*
CCOc1cnn(-c2ccccc2)c(=O)c1Cl	16.0	12.5	18.0	5.7	11.6	6.9
O=C(O)c1c(O)ccc(O)c1C(=O)O	-11.2	-30.8	-38.5	-8.8	-29.7	-21.1
CCOC(=O)CC1(C)OCC(C)(C)CO1	-3.0	6.0	9.7	0.5	-8.8	-28.6
COc1cccc(N=CNc2cccc(OC)c2)c1	-27.9	-34.7	-36.2	-11.8	-17.4	8.6
CCCCCCCC(=O)Nc1ccc(-n2c(=O)cc(C)n2C)cc1	14.1	-1.2	15.7	-7.7	12.2	-32.0
Cc1ccc(C2SCc3nc4ccccc4n32)cc1 (stereo not given)	48.9	20.8	31.2	70.4*	49.1	34.0
COc1cc2c(cc1C(CC(C)O)c1cc(OC)c(OC)c(OC)c1)OCO2 (stereo not given)	2.4	12.7	37.7	23.4	39.6	-8.1
CC1OC(=O)C(c2ccccc2)C2(CCCC2)O1 (stereo not given)	-9.2	3.2	-16.8	-8.3	-16.0	-18.6
CC(=O)c1ccc(NC(=O)C(F)(F)F)cc1	8.3	-9.6	5.9	2.9	3.2	-14.8
Cc1ccc(NC(=S)NC(=O)c2cccc([N+](=O)[O-])c2)cc1C	11.7	15.5	1.8	0.6	14.5	-26.7
Cc1ccc2nc(-c3ccc(N)cc3)sc2c1S(=O)(=O)O	5.7	2.1	3.3	2.3	6.8	2.5
CC1(C)CC(=O)/C(=C/C2CCNC2=S)C(=O)N1 (stereo not given)	-32.9	-26.6	-12.2	7.2	-7.0	4.5
CCC(Cl)COP(=O)(OCC(Cl)CC)C(C(C)C)P(=O)(OCC(Cl)CC)OCC(Cl)CC (stereo not given)	62.4	46.0	15.9	1.5	41.0	37.9
Oc1ccc([C@H]2Oc3c(c(O)cc4c3C3c5c(O)cc(O)cc5OC(c5ccc(O)cc5)(O4)[C@H]3O)CC2O)cc1 (stereo not given in full)	-5.8	-4.6	1.9	-7.0	-20.9	-4.7
O=c1[nH]c(=O)c2n[nH]nc2[nH]1	24.1	-5.0	0.5	7.7	33.4	-42.5
COc1cc(O)c2c(c1C)C(C)(O)c1c(C)coc1C2=O (stereo not given)	7.3	-3.9	3.6	13.3	1.9	25.6
COc1ccc2c(-c3cc4ccccc4o3)cc(=O)oc2c1	-31.9	-16.9	-6.4	3.0	-21.3	2.0
COc1cc2c(c(OC)c1OC)-c1ccc(SC)c(=O)cc1[C@@H](NC1OC(COC(C)=O)C(OC(C)=O)C(OC(C)=O)C1OC(C)=O)CC2 (stereo not given in full)	7.2	2.5	-1.6	0.9	9.4	74.2*
Cc1ccc(NC(=O)Oc2ccc(-c3ccccc3)cc2Br)c(Br)c1	53.7	58.0	52.1	51.9	54.6	40.0
CCc1nn(Cc2ccccc2)c2nc(C)c(CCc3ccccc3)c(Cl)c12	-2.8	-4.6	-6.8	7.3	-0.5	2.6
CC(=O)Nc1ccc(/C=N\N=C\c2ccco2)cc1	-6.3	8.4	16.3	-7.5	-4.6	-7.2
CC(=O)/C(=C/n1c(=S)[nH]c2ccccc21)C(=O)Nc1ccccc1C	14.6	-52.6	-41.4	-28.4	-23.8	5.8
Cn1cnc([N+](=O)[O-])c1Sc1nccn1-c1ccccc1	-2.9	-7.1	-10.8	0.8	-7.8	22.2
C=C1C(=O)[C@@]23CC1C(O)[C@@H](OC(C)=O)[C@@H]2C1(C)C(OC(C)=O)C[C@@H](OC(C)=O)C(C)(C)[C@@H]1C[C@H]3OC(C)=O (stereo not given in full)	0.1	11.9	16.1	2.0	14.0	22.4
COc1cc(-c2oc3c(OC)cc(OC)c(O)c3c(=O)c2OC)cc(OC)c1OC	23.6	6.4	1.0	-6.3	-9.3	-9.4
CCCCCCCCNC(C(=O)c1ccc(Cl)cc1)c1ccc(Cl)cc1 (stereo not given)	25.8	17.4	8.1	-8.0	21.6	-18.3
Cc1ccc(NC2=N/C(=C/c3ccco3)C(Cl)=N2)cc1	-31.9	-22.1	-21.5	3.8	14.5	-1.8
CCC(=O)Nc1ccc(NC(C)=O)cc1	-8.9	-6.9	-17.6	23.2	-8.7	-11.6
COC(=O)C1=C(C)NC(C)=C(C(=O)OC)C1c1cc2ccccc2n2nnnc12	47.4	11.1	26.7	7.5	31.2	-1.8
CC(C)(C)C(=O)/C=C/c1ccc2ccccc2n1	77.8*	51.1	44.4	34.1	34.5	8.6
ICC1OCOC2C(CI)OCOC12 (stereo not given)	9.5	1.3	5.1	4.8	-5.3	-1.8
O=C(c1ccccc1)c1ccccc1	14.1	2.4	23.9	14.3	-13.2	-16.8
COc1ccc(C(C)=O)cc1CCCOC(C)=O	-2.6	-1.4	-0.7	9.0	-7.5	10.7
CCCCCCCCCCSC(=NCC)NCC	99.5*	49.9	66.9	59.0	46.7	77.3*
CN1C(=O)C(O)CC1c1ccc(C(F)(F)F)cc1 (stereo not given)	-16.5	2.1	7.7	11.7	27.6	22.2
COc1ccc(Cl)cc1NC(=O)Oc1ccc2ccccc2c1	38.2	29.2	-5.8	27.3	12.2	-12.7
Cc1ccc(CNc2cccnc2)cc1	-19.1	-54.2	-11.3	-24.9	-28.5	-0.7
COc1cccc2c1C(=O)C=CC2=O	91.8*	80.7*	76.8*	87.2*	84.3*	87.2*
CC(=O)O[C@@H]1c2c(c3c(=O)c4cccc(O)c4c(=O)c=3c2=[N+]=[N-])[C@H](OC(C)=O)[C@@H](OC(C)=O)[C@]1(C)O	91.6*	93.7*	92.0*	91.4*	93.0*	91.3*
CN1C(=O)C2C3CCC(C)(O3)C2C1=O (stereo not given)	-13.2	2.0	-3.0	8.1	1.8	-40.3
CC(C)(C#N)NC(=O)NC(C)(C)C(N)=O	-1.4	2.2	-4.1	9.5	-3.2	-50.2
O=c1c(Cl)c(-c2cccc3ccccc23)oc2ccccc12	-15.4	1.8	-14.3	9.2	4.2	-40.6

Filtered by structure: the compounds so far containing a tert-butyl group (2)
canonical_smiles	mlh1 rad18	mec2-1	rad50	bub3	yeast sgs1 mgt1	cln2 rad14
CC(C)(C)C1CCC(N)CC1 (stereo not given)	34.1	6.8	-4.5	3.2	7.2	24.6
CC(C)(C)C(=O)/C=C/c1ccc2ccccc2n1	77.8*	51.1	44.4	34.1	34.5	8.6

(next part)
canonical_smiles	mlh1 rad18	mec2-1	rad50	bub3	yeast sgs1 mgt1	cln2 rad14
Cc1ccc(NC(=O)CNC2CCCCC2)cc1Cl	2.1	8.9	-9.4	30.9	-5.4	-18.2
Cc1nc(-c2cc3ccccc3oc2=O)cs1	-44.5	13.4	25.9	30.5	3.5	20.1
OCC1OC(OC2C(CO)OC(Sc3ccccc3)C(O)C2O)C(O)C(O)C1O (stereo not given)	-23.9	-22.6	-20.1	-19.4	-21.1	-32.4
N#CC1C(=O)C(=O)N(c2ccccc2)C1=O (stereo not given)	-6.2	-6.8	-6.1	-1.9	-24.7	3.1
CCCCCC(C/C=N/N(C)C)C(O)(C(F)(F)F)C(F)(F)F (stereo not given)	73.2*	2.1	1.4	15.4	-5.2	-5.2
NC(=O)NC(=S)NC(=O)c1ccccc1	-7.0	0.9	-3.0	-28.8	-3.0	-33.5
CCC(/C=C/C(C)C1CCC2C3CC=C4CC(OC(=O)Nc5ccccc5)CCC4(C)C3CCC12C)C(C)C (stereo not given)	57.5	2.1	-6.7	5.5	-4.9	77.2*
CN1CCN(C(=S)N(C(=O)c2ccco2)c2ccccc2)CC1	-37.9	-44.3	-57.8	-0.1	-22.6	-2.4
COc1cc(C(=O)NO)c(Br)c(OC)c1OC	-3.7	9.5	-3.5	-7.2	-4.3	-5.6
Cc1c(Cl)cccc1NC(=O)CC1Sc2ccccc2NC1=O (stereo not given)	83.0*!	44.2&-6.7	51.1&-1.4	49.8&1.6	55.0&-22.2	27.8&-1.1
CCCCCCCCCCCCCCCCn1cnc2c(=S)nc[nH]c21	-6.9	-5.2	-22.1	0.5	-19.1	-4.8
C1C2CC3CC1CC(c1nn4c(C56CC7CC(CC(C7)C5)C6)nnc4s1)(C2)C3	-17.9	-12.8	-20.4	-12.4	-9.1	11.2
CC1=C2CC/C(C)=C/CCC3(C)OC3CC/C(C)=C/C2OC1=O (stereo not given)	-20.1	-21.9	-8.7	5.2	13.3	15.6
O=C(OCc1ccccc1)/C(c1ccccc1)=[N+]1/C(=S)Nc2ccc([N+](=O)[O-])cc21	7.9	-5.0	3.0	13.9	1.6	3.8
COC(=O)c1nc(N)nc(C(=O)OC)c1C(=O)c1ccc(N2CCN(c3ccc(C(=O)c4c(C(=O)OC)nc(N)nc4C(=O)OC)cc3)CC2)cc1	-1.9	-1.8	-2.9	1.1	2.5	-19.5
CC(=O)OC1CC(OC(C)=O)C(OC(C)=O)C(C)O1 (stereo not given)	5.5	17.9	1.1	-1.9	4.7	-15.7
CC1(C)OCC(CO)(CO)CO1	6.8	-2.4	-6.2	8.4	6.8	14.1
OCC1OC(Sc2cc(Cl)ccc2Cl)C(O)C(O)C1O (stereo not given)	-16.6	-5.4	-1.6	-6.7	12.2	-53.2
Clc1ccc(Cl)c(NNc2cc(Cl)ccc2Cl)c1	-34.5	-45.5	-29.1	-39.5	-3.9	-0.9
COc1ccccc1/C=C(\NC(=O)c1ccccc1)c1nc2ccccc2[nH]1	96.4*	95.0*	97.8*	98.0*	96.4*	95.0*
CC(C)C1CC(C(C)C)C(O)C(C(C)C)C1 (stereo not given)	15.7	1.6	11.8	5.5	6.6	-5.9
C/C(=C\C(=O)c1cccc([N+](=O)[O-])c1)c1cccc([N+](=O)[O-])c1	29.6	15.3	1.4	2.6	0.7	-21.6
CC1(C)CC(=O)CC(C)(C)N1	-5.5	-2.3	4.2	-30.9	-16.6	-18.6
C=CCOC(=O)c1ccccc1	-16.6	6.5	11.3	-9.6	2.5	11.4
NC(=O)c1ncn(C2OC(CO)C(O)C2O)n1 (stereo not given)	0.6	6.0	-9.1	-18.6	-11.2	-30.8

Record cards (already shown). Order of screens: mlh1 rad18, mec2-1, rad50, bub3, yeast sgs1 mgt1, cln2 rad14
CC1OC(=O)C(c2ccccc2)C2(CCCC2)O1 (stereo not given) in the list: -9.2, 3.2, -16.8, -8.3, -16.0, -18.6
C=CCOC(=O)c1ccccc1 in the list: -16.6, 6.5, 11.3, -9.6, 2.5, 11.4
Cc1ccc(NC(=O)CNC2CCCCC2)cc1Cl in the list: 2.1, 8.9, -9.4, 30.9, -5.4, -18.2

The list goes on.
canonical_smiles	mlh1 rad18	mec2-1	rad50	bub3	yeast sgs1 mgt1	cln2 rad14
CCNc1ccc(Cl)cc1[N+](=O)[O-]	-26.6	-66.2	-28.8	-33.4	11.9	-7.0
O=S(=O)(OCCCC1CC2C=CC1C2)c1ccc(Br)cc1 (stereo not given)	2.5	-12.2	-1.7	1.9	-17.6	-7.0
CCCNC(=O)c1ccccc1O	7.5	3.0	9.9	0.3	3.9	1.4
O=C(OCc1ccccc1)N(CCCCN(CCCNC(=O)C(F)(F)F)C(=O)OCc1ccccc1)CCCNC(=O)C(F)(F)F	-33.8	-9.7	-14.8	21.8	21.4	20.4
CC12C3CC4C5CC(C(C53)[C@@H]1NCc1ccccc1)C42 (stereo not given in full)	21.9	6.8	44.8	32.9	19.2	35.4
C=CC(=O)OCc1ccccc1	-0.5	4.8	-0.4	8.9	-3.5	-10.6
